PLAP inhibitors HTS: PLAP enzyme inhibitors, biochemical, luminescence, HTS (AID 690); 0.08% of 96,000 active; inhibition, % at 20 µM; hits with a dose series show IC50 in µM; purified PLAP, luminescent substrate; higher % means a stronger effect; in the data active = a potency from the dose series; inactive = the rest, 99 in 100 with inhibition below about 30%; also: strong numbers were not always called active
Bcl-B displacement: displacers of TR3 peptide from Bcl-B, primary screen, selectivity assay for Bfl-1 inhibitor project, biochemical, fluorescence polarization | FP displacement of FITC-TR3 peptide from Bcl-B; higher % means a stronger effect | displacement, % at 20 µM; hits with a dose series show IC50 in µM | 0.11% of 96,000 active;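 active = displacement above 50% at 20 µM plus a fluorescence interference ratio under 1.5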;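 also: plate controls were wells without compound for no effect and wells lacking Bcl-B protein for full effect; a part of the inactive calls stands beside numbers as strong as those of hits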
IL1B NFkB pot: enhances IL-1B driven NFkB nuclear translocation; HUVEC IL-1B NFkB p65 nuclear translocation imaging; activation, % at 2 µM; 0.3% of 94,000 active;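 active = activation above 40%, about the mean plus 3 SD, also judged a hit on visual image review; inconclusive = activation above 40% but not a hit on visual review; inactive = activation not above 40% and no visual hit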;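 also: percent activation is computed from the nuclear over cytoplasmic p65 intensity ratio; values of inactives mirror those of a sister screen read the other way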
NFkB transloc inh: blocks IL-1B driven NFkB nuclear translocation in HUVEC cells; HUVEC IL-1B NFkB p65 nuclear translocation imaging; inhibition, % at 2 µM; 0.43% of 94,000 active; AID 796;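 active = inhibition above about 30% together with a positive call from visual inspection of the well image, limit read from the data; inconclusive = inhibition above a set limit but visual check negative; inactive = inhibition not above a set limit, visual check negative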;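 also: nuclear over cytoplasmic p65 intensity ratio measured by imaging; 0% = IL-1B stimulated DMSO wells and 100% = unstimulated DMSO wells; values of inactives mirror those of a sister screen read the other way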
MRP reversal: reverses drug resistance mediated by MRP; 0.04% of 85,000 active; H69AR cells + 2 uM doxorubicin, CellTiter-Glo, 72 h; differential viability (reversal), % at 10 µM;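 active = viability drop by adding the cancer drug above about 55%, with treated viability meeting a 40% cutoff, limit read from the data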;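 also: viability without doxorubicin minus viability with 2 µM doxorubicin for each compound; larger differential means the compound sensitizes cells more to doxorubicin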
MRP reversal cytotoxicity: further read-out of MRP reversal, marked with its call; viability, %; H69AR cells, CellTiter-Glo, 72 h; measured here: cytotoxicity without doxorubicin
MRP reversal with doxorubicin: further read-out of MRP reversal, marked with its call; viability, %; measured here: viability with 2 uM doxorubicin; active compounds read low
NFkB transloc inh cell count 2 µM: recorded beside NFkB transloc inh, whose call it bears; cell count; measured here: cells passing quality filter;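 raw number of nuclei counted in each imaged well without normalization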
IL1B NFkB pot cell count 2 µM: also measured in IL1B NFkB pot; calls as there; cell count; measured here: cells passing quality filter
Active calls of the source: *; u = inconclusive; x = not tested or not shown. The list is partial; rates above refer to the full screens.

SMILES	PLAP inhibitors HTS	Bcl-B displacement	IL1B NFkB pot	IL1B NFkB pot cell count 2 µM	NFkB transloc inh	NFkB transloc inh cell count 2 µM	MRP reversal	MRP reversal cytotoxicity	MRP reversal with doxorubicin
CCc1ccccc1N(CC(=O)N1CCN(c2ccccc2F)CC1)S(C)(=O)=O	-10.4%	-10.2%	16.7	114	-16.7	114	1.1	85.5	84.4
Cn1c(=O)cc(OCC(=O)NCCCN2CCN(c3ccccc3F)CC2)c2ccccc21	-50.6%	8.2%	18.4	191	-18.4	191	1.1	75.8	74.7
CCOc1ccc(NC(=O)C/C(N)=N/O)cc1	-8.8%	-3.5%	u	x	-42.0	117	-0.8	95.0	95.8
O=C(O)CN(c1ccccn1)S(=O)(=O)c1ccc(Cl)cc1	-2.0%	4.2%	-2.2	168	2.2	168	18.3	101.1	82.9
O=C(CCc1nc2ccccc2c(=O)[nH]1)NC1CCN(Cc2ccccc2)CC1	-49.6%	-2.6%	x	x	x	x	-6.7	95.7	102.3
FC(F)(F)c1cc(Oc2ccccc2)nc(-c2ccccn2)n1	10.7%	-16.5%	0.7	121	-0.7	121	x	x	x
CSc1nc2[nH]c3c(c2c2ncnn12)CCCC3	35.4%	3.0%	x	x	x	x	-4.7	42.2	46.9
COc1nc2ccc(C)cc2cc1-c1noc(-c2ccccc2)n1	12.0%	-20.8%	-5.9	101	5.9	101	x	x	x
CCOC(=O)c1c(NC(=O)CSc2nnc(C)s2)sc2c1CCC(C)C2 (configuration not stated)	x	x	5.8	84	-5.8	84	-30.9	44.1	75.0
O=C1C2C3C=CC(C3)C2C(=O)N1c1ccccc1 (configuration not stated)	-43.3%	8.9%	4.8	197	-4.8	197	-7.9	91.9	99.8
Cc1cc(=O)n2nc(-c3ccc(C(F)(F)F)cc3)sc2n1	3.2%	3.6%	8.3	189	-8.3	189	10.9	92.5	81.5
Cc1ccc(C(C(=O)NCC2CCCO2)N(Cc2ccccc2F)C(=O)Cn2nnc(-c3cccs3)n2)cc1 (configuration not stated)	4.9%	-4.3%	17.3	172	-17.3	172	x	x	x
COCCCNC(=O)c1ccc2c(=O)n(CC3CCCO3)c(=S)[nH]c2c1 (configuration not stated)	7.7%	-7.0%	1.8	160	-1.8	160	9.6	85.3	75.7
CC(Sc1ccc(Cl)cc1)C(=O)Nc1ccc2c(c1)OCO2 (configuration not stated)	x	x	-7.7	75	7.7	75	9.8	96.6	86.8
O=C(NCc1cccnc1)c1ccc2c(=O)n(CCCN3CCCC3=O)c(=S)[nH]c2c1	-12.8%	-1.1%	-9.4	129	9.4	129	x	x	x
CCOCCCNC(=O)c1cc2c(-c3ccc(Cl)cc3)nn(C)c2s1	-1.8%	18.2%	8.0	188	-8.0	188	11.8	58.0	46.3
CC(=O)Nc1nonc1-c1nc2ccccc2n1Cc1ccccn1	-30.9%	4.4%	-4.3	60	4.3	60	10.1	84.3	74.3
O=C(CSc1nccn1-c1ccc(Cl)cc1)Nc1ccc2c(c1)OCO2	7.8%	-0.4%	8.3	124	-8.3	124	33.3	111.3	78.0
COC(=O)CSc1nnc(-c2cccnc2)n1-c1cc(OC)cc(OC)c1	-2.1%	-5.4%	-1.1	80	1.1	80	-4.7	104.9	109.6
Cc1cc2c(c(=O)n1C1CC1)C(c1cccc(Cl)c1)C(C#N)=C(N)O2 (configuration not stated)	7.6%	-1.7%	31.7	136	-31.7	136	1.9	79.6	77.7
CCC(=O)Nc1cccc(NC(=O)c2ccc(C)c([N+](=O)[O-])c2)c1	13.0%	7.6%	-8.2	134	8.2	134	x	x	x
O=C(NN=c1c(=O)c2ccccc2c1=O)c1ccccc1	-0.4%	-2.7%	8.3	174	-8.3	174	x	x	x
CCOC(=O)c1ccc(-n2c(=S)sc3c(=O)[nH]c(C)nc32)cc1	8.1%	-10.8%	-2.9	182	2.9	182	15.8	94.1	78.3
CCC(=O)N(CCc1ccccc1)Cc1cc2cc3c(cc2[nH]c1=O)OCO3	-16.3%	-1.0%	11.9	154	-11.9	154	2.8	77.2	74.4
COc1ccc(C2CC(=O)c3cnc(N)nc3C2)c(OC)c1 (configuration not stated)	13.9%	-0.7%	6.2	113	-6.2	113	-0.1	80.4	80.5
O=C(NCc1ccco1)c1ccc(Cn2c(=O)c3sccc3n(Cc3cccc(F)c3)c2=O)cc1	-56.5%	-7.5%	-13.3	163	13.3	163	-3.2	52.3	55.5
CCOC(=O)N1CCN(S(=O)(=O)c2ccc(F)c(C(=O)Nc3cc(C)cc(C)c3)c2)CC1	7.3%	-4.6%	13.0	94	-13.0	94	-13.9	48.0	61.9
O=C(COC(=O)c1n[nH]c2ccccc12)NC(=O)NC1CCCCC1	-5.7%	8.5%	0.3	95	-0.3	95	-1.5	84.7	86.2
O=C1CC(N2CCC(c3nc4ccccc4o3)CC2)C(=O)N1c1ccc(Cl)c(C(F)(F)F)c1 (configuration not stated)	-0.2%	-7.0%	15.2	96	-15.2	96	18.3	91.3	73.1
O=C(OC1CCCCC1=O)c1cccc(S(=O)(=O)NCc2ccccc2)c1 (configuration not stated)	9.4%	1.6%	-0.8	162	0.8	162	-9.1	68.2	77.3
COc1ccc(NC(=O)c2cc3ccccn3n2)cc1	32.1%	-9.4%	-2.7	174	2.7	174	0.1	92.2	92.1
CCOC(=O)C(C(=O)NCc1ccc(F)cc1)c1ncc(C(F)(F)F)cc1Cl (configuration not stated)	-15.1%	-12.0%	-19.5	28	19.5	28	x	x	x
Nc1nonc1-c1nc2ccccc2[nH]1	-4.1%	3.8%	10.3	108	-10.3	108	12.3	89.0	76.7
N#Cc1nc(-c2ccco2)oc1NCCN1CCOCC1	-1.0%	-6.7%	1.4	111	-1.4	111	-1.3	95.0	96.3
COc1ccc(S(=O)(=O)CCC(=O)N2CC(=O)N(CCc3ccccc3)C(=O)C2)cc1	12.5%	-5.0%	x	x	x	x	4.8	86.3	81.5
CCOC(=O)c1cncc(C(=O)O)c1	-0.6%	-9.1%	13.6	172	-13.6	172	x	x	x
CC(C)(C)CC(=O)NCc1ccc(F)cc1	16.5%	-10.8%	21.6	67	-21.6	67	19.2	109.9	90.7
Cn1c(=O)c2c(nc(Br)n2CCc2ccccc2)n(C)c1=O	-0.9%	2.9%	-8.0	136	8.0	136	2.8	75.8	73.0
CCS/C(N)=N/N=C/c1cc(C)ccc1O	0.8%	-1.0%	-14.3	182	14.3	182	-19.2	47.2	66.4
O=C(CSc1oc(-c2ccco2)nc1S(=O)(=O)c1ccc(Cl)cc1)NCC1CCCO1 (configuration not stated)	-69.5%	4.1%	-19.2	97	19.2	97	8.9	88.6	79.6
CCC(=O)N1CCN(C(C)=O)C1c1ccccc1 (configuration not stated)	-16.5%	-4.2%	-5.3	142	5.3	142	-2.6	99.2	101.8
CCOC(=O)c1c(C)n(C)c2ccc(OCC(O)CN3CCN(C)CC3)cc12 (configuration not stated)	-70.2%	22.5%	x	x	x	x	0.0	101.7	101.7
O=c1c2ccccc2nc2c3ccccc3c(NCc3ccco3)nn12	-0.7%	-5.8%	-3.6	118	3.6	118	8.3	73.8	65.5
Cc1ccc(N(C(=O)Cn2nnc(-c3ccc(C)o3)n2)C(C(=O)NC2CCCC2)c2ccco2)cc1 (configuration not stated)	-26.3%	-10.3%	-2.3	157	2.3	157	x	x	x
CC1=NC(C)Cc2ccccc21 (configuration not stated)	16.5%	12.1%	-1.3	105	1.3	105	-15.6	90.3	106.0
Cc1cc(N2CCN(c3ccccn3)CC2)n2c(nc3ccccc32)c1C#N	10.8%	0.8%	-0.5	115	0.5	115	9.2	76.9	67.7
COC(=O)c1cccc(-n2cnnn2)c1	x	x	14.1	92	-14.1	92	-9.2	89.4	98.6
COc1ccc(C(=O)Oc2cccnc2)cc1	6.4%	-18.1%	6.8	190	-6.8	190	-9.3	106.0	115.4
CCCn1c(SCC(=O)Nc2ccc(OCC)cc2)nnc1C(C)C	x	x	21.3	127	-21.3	127	9.2	81.1	71.9
CCc1ccccc1NC(=O)c1cc(-c2cccc(O)c2)on1	21.6%	-12.6%	15.7	65	-15.7	65	-26.0	84.7	110.7
Cc1ccc(C(=O)N(CC(=O)NC2CCCC2)Cc2cccs2)s1	-13.1%	-1.0%	-2.6	87	2.6	87	5.7	86.6	80.9
COc1ccccc1OCC(=O)N1CC2(C)CC1CC(C)(C)C2 (configuration not stated)	-16.6%	0.6%	-3.4	150	3.4	150	15.8	95.2	79.4
Fc1ccc(Br)cc1C1C=C(c2ccc(Br)cc2)Nc2ncnn21 (configuration not stated)	15.3%	1.9%	x	x	x	x	-25.7	18.0	43.8
CCN(CC)CCn1c(OC)cc(=O)[nH]c1=O	17.3%	0.0%	3.6	164	-3.6	164	-0.1	95.8	95.8
COc1ccc(C(C(=O)NC2CCCC2)N(Cc2ccc(F)cc2)C(=O)c2ccn[nH]2)cc1OC (configuration not stated)	-228.1%	-3.6%	-3.8	106	3.8	106	x	x	x
CC(C)(C)OC(=O)N1CCCC1C(=O)NC(Cc1ccccc1)C(=O)O (configuration not stated)	-31.7%	4.3%	6.0	140	-6.0	140	10.6	110.2	99.6
Cc1ccc2[nH]c(=O)c(-c3noc(C(C)C)n3)cc2c1	-29.7%	4.8%	-7.2	150	7.3	150	-11.6	85.7	97.3
O=S(=O)(NCCC1=CCCCC1)c1cccc2nsnc12	x	-4.1%	10.1	108	-10.1	108	6.9	98.0	91.1
Cc1ccc(-c2csc3nc(C)n(-n4cccc4)c(=O)c23)o1	0.0%	-5.0%	x	x	x	x	-4.9	79.1	83.9
C/C(=N\Nc1nccnc1Cl)c1ccc([N+](=O)[O-])cc1	-2.9%	4.4%	-4.6	126	4.6	126	x	x	x

Of the compounds above, 9 contain an aryl methoxy group.
SMILES	PLAP inhibitors HTS	Bcl-B displacement	IL1B NFkB pot	IL1B NFkB pot cell count 2 µM	NFkB transloc inh	NFkB transloc inh cell count 2 µM	MRP reversal	MRP reversal cytotoxicity	MRP reversal with doxorubicin
COc1nc2ccc(C)cc2cc1-c1noc(-c2ccccc2)n1	12.0%	-20.8%	-5.9	101	5.9	101	x	x	x
COC(=O)CSc1nnc(-c2cccnc2)n1-c1cc(OC)cc(OC)c1	-2.1%	-5.4%	-1.1	80	1.1	80	-4.7	104.9	109.6
COc1ccc(C2CC(=O)c3cnc(N)nc3C2)c(OC)c1 (configuration not stated)	13.9%	-0.7%	6.2	113	-6.2	113	-0.1	80.4	80.5
COc1ccc(NC(=O)c2cc3ccccn3n2)cc1	32.1%	-9.4%	-2.7	174	2.7	174	0.1	92.2	92.1
COc1ccc(S(=O)(=O)CCC(=O)N2CC(=O)N(CCc3ccccc3)C(=O)C2)cc1	12.5%	-5.0%	x	x	x	x	4.8	86.3	81.5
COc1ccc(C(=O)Oc2cccnc2)cc1	6.4%	-18.1%	6.8	190	-6.8	190	-9.3	106.0	115.4
COc1ccccc1OCC(=O)N1CC2(C)CC1CC(C)(C)C2 (configuration not stated)	-16.6%	0.6%	-3.4	150	3.4	150	15.8	95.2	79.4
CCN(CC)CCn1c(OC)cc(=O)[nH]c1=O	17.3%	0.0%	3.6	164	-3.6	164	-0.1	95.8	95.8
COc1ccc(C(C(=O)NC2CCCC2)N(Cc2ccc(F)cc2)C(=O)c2ccn[nH]2)cc1OC (configuration not stated)	-228.1%	-3.6%	-3.8	106	3.8	106	x	x	x
